# Lipid droplet – inhibitors of hepatocyte lipid droplet formation, primary screen, imaging, high-throughput imaging, BODIPY stain. AML12 mouse hepatocytes, oleate lipid droplets. inhibition, % at 6.5 µM. 240,000 compounds, 0.4% hits;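 active means lipid droplet intensity inhibited by at least 50%, with more than 500 cells counted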
#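 Assay system: AML12 mouse liver cells | Compound: 6.5 µM single-point dosing | Schedule: Overnight exposure | Technique: Fluorescence imaging, 20x objective, two fields per well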
# WT yeast gro inh – growth inhibition of WT strain, primary screen, mitochondrial fusion inhibitor project, WT and mutant strains, chemical genetic; mitochondrial fusion phenotypic screen; inhibition, % at 10 µM; 190,000 compounds, 2.1% hits; in the data active means inhibition above about 58%; tested in S. cerevisiae
# XIAP displacement – XIAP antagonists, biochemical, IAP family, fluorescence polarization (AID 1018); displacement, % at 20 µM, or IC50 in µM where a hit was titrated; 200,000 compounds, 0.007% hits; XIAP BIR domain, fluorescence polarization peptide displacement; higher % means a stronger effect; E3 ubiquitin-protein ligase XIAP (Homo sapiens); in the data active means displacement above about 50%; further: a part of the inactive calls stands beside numbers as strong as those of hits
# Dynein cargo inh – inhibitors of GR-EGFP nuclear translocation, primary screen, dynein cargo transport inhibitor project, imaging, high-content, 3617.4 mouse cells. test concentration mostly 20 µM; stimulated with dexamethasone, 1 µM; active compounds read low. z-score, hits read low. 220,000 compounds, 0.47% hits. AID 1381, 2008;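 active means plate z-score of nuclear minus cytoplasmic receptor signal below a set negative limit, without overly bright fluorescence or cell loss, cut at about -3.5 in these data, passing the limit was not always enough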;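 further: z-score of nuclear minus cytoplasmic ring GR-EGFP intensity difference per well; some compounds called inactive have numbers as strong as hits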
#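 Also added: dexamethasone, 1.0 µM final. Medium: tet-free, stripped-serum medium. Detection: fixed, Hoechst-stained cells imaged at 10x for EGFP. Read-out: nuclear-to-cytoplasmic GR-EGFP distribution per well. Times: induction 48 h, compound 1 h, agonist 30 min.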
# Autophagy mod – autophagy modulators in MEF cells, primary screen, imaging, high-content, MEF GFP-LC3; MEF GFP-LC3 puncta imaging; test concentration mostly 10 µM; calls only at 10 µM (by protocol); AID 463193, 2010; 190,000 compounds, 0.98% hits;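 active means percentage of spot-positive cells more than 3 SD above its plate mean, without a fluorescence outlier flag or 80% toxicity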;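 further: spot-positive cell cutoff set from DMSO-treated cells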
# bCat nuc transl – modulators of beta-catenin nuclear translocation, primary screen, imaging, HeLa cells, immunofluorescence, high-content | 190,000 compounds, 0.3% hits | nuclear translocation activity, % at 5 µM;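 active means nuclear translocation activity above 50% at 5 µM, with a well cell count of 50 or more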;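 further: per-cell ratio of nuclear to cytoplasmic median beta-catenin stain intensity; plate controls were DMSO negative control for no effect and GSK-3 inhibitor IX positive control for full effect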
#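 Test system: human HeLa cells, endogenous beta-catenin. Times: 24 h compound exposure, 37°C. Measured by: beta-catenin immunofluorescence imaging with DAPI.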
# MT stabilize HCS – microtubule stabilizers in HeLa cells, primary screen, imaging, high-content imaging; HeLa tubulin immunostaining HCS, 24 h; share of cells brighter than vehicle mean+2SD; 200,000 compounds, 0.83% hits; % tubulin-high responders, % at 10 µM;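 active means plate Z-score above 3 for both tubulin-high and condensed-nucleus cell shares, with cell loss under 80%, at 10 µM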;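 further: anti alpha tubulin signal scored within the nucleus-defined area of each cell; some results filed as inactive read as strong as hits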
# Ins promoter up – insulin promoter activators in MIN6 cells, imaging, high-content screening, mouse beta cells; AID 1625, 2009; MIN6 insulin promoter-GFP reporter; active compounds read high; 190,000 compounds, 0.3% hits; z-score at 5 µM;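 active means z-score above 3 at 5 µM with at least 500 cells counted in the well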
# ER stress rescue – rescue of cells from ER stress-induced death, primary screen, 384-well, CSM14.1, thapsigargin, ATP luminescence (AID 1222) | cellular ATP content (survival), % at 20 µM; hits with a dose series show EC50 in µM | 190,000 tested, under 10 active | CSM14.1 thapsigargin-induced death rescue, ATP luminescence; higher % means a stronger effect;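 active means EC50 below 50 µM in the dose-response confirmation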;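 further: death triggered by thapsigargin at about 15 µM added after 2 h compound pretreatment; cell ATP read after overnight thapsigargin exposure of roughly 18 to 22 hours; normalized against plate controls of thapsigargin alone and 5% DMSO vehicle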
# WT yeast gro inh mutant strain – also measured in WT yeast gro inh; calls as there; inhibition, %; mitochondrial fusion phenotypic screen, mutant strain inhibition
# Dynein cargo inh cytoplasmic EGFP – also measured in Dynein cargo inh; calls as there; z-score; measured here: cytoplasmic GR-EGFP intensity; active compounds read high
# Dynein cargo inh nuclear GR-EGFP – second read-out of Dynein cargo inh, no call of its own (marks repeat the call); z-score; measured here: nuclear GR-EGFP intensity;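 lower value marks the stronger effect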
# Dynein cargo inh cell count – further read-out of Dynein cargo inh, marked with its call; z-score; measured here: cell count per field
# Ins promoter up cell count – also measured in Ins promoter up; calls as there; cell count; measured here: cytotoxicity, nuclei count;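 total cells summed across four imaged fields per well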
# Lipid droplet cells 6.5 µM – second read-out of Lipid droplet, no call of its own (marks repeat the call); cell count; measured here: cell count, cytotoxicity flag;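 cells counted across two imaged fields per well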
# bCat nuc transl cell count 5 µM – recorded beside bCat nuc transl, whose call it bears; cell count; measured here: cell count, cytotoxicity flag
# MT stabilize HCS Hoechst-high % – also measured in MT stabilize HCS; calls as there; % Hoechst-high responders; measured here: nuclear condensation Hoechst responders;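 share of cells brighter than vehicle mean plus two SD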
# MT stabilize HCS cytotoxicity % – also measured in MT stabilize HCS; calls as there; toxicity, %; measured here: cytotoxicity by cell density;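 0% = mean cell density of plate MIN control wells and 100% = no cells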
# Autophagy mod cell loss 18 h – second read-out of Autophagy mod, no call of its own (marks repeat the call); toxicity, %; measured here: cell loss, nuclei count;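 cell loss after 18 h compound exposure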
# Numbers without * were called inactive; i = inactive; nt = no result given.
SMILES,Lipid droplet,Lipid droplet cells 6.5 µM,WT yeast gro inh,WT yeast gro inh mutant strain,XIAP displacement,Dynein cargo inh,Dynein cargo inh cytoplasmic EGFP,Dynein cargo inh nuclear GR-EGFP,Dynein cargo inh cell count,Autophagy mod,Autophagy mod cell loss 18 h,bCat nuc transl,bCat nuc transl cell count 5 µM,MT stabilize HCS,MT stabilize HCS Hoechst-high %,MT stabilize HCS cytotoxicity %,Ins promoter up,Ins promoter up cell count,ER stress rescue
Cc1cc(C(C)(C)C)ccc1NC(=O)CC(C)(C)CC(=O)O,3,682,nt,nt,nt,-0.44,-0.23,0.32,0.33,nt,nt,-1.8,1370,nt,nt,nt,0.17,988,nt
O=C(c1ccc(-c2ccccc2)cc1)N1CCN(c2ncccn2)CC1,-9,546,-6,2,-6.5%,0.49,0.27,0.72,1.3,i,-8,1.9,919,1.9,3.5,22,nt,nt,-1.7%
N#C/C(=C\c1c(Cl)cccc1Cl)c1nn(-c2ccccc2)c(-n2cccc2)c1C#N,-6,742,nt,nt,nt,-1.4,0.2,-0.73,-0.068,nt,nt,0.9,1256,nt,nt,nt,-0.4,1067,nt
Cc1ccccc1NC(=O)CN1CCC(NC(=O)Nc2ccccc2)CC1,-25,565,13,14,2.6%,0.99,-0.23,1.3,0.48,i,2,1.7,1101,4.1,0.3,76,-0.39,1235,nt
CN(C(=S)Oc1ccc(C(=O)Nc2ccccc2)cc1)c1ccccc1,13,604,42,49,-18%,-0.71,-0.31,-0.64,0.83,i,22,1.3,980,5.5,2.6,4.7,0.11,1257,-0.1%
COC(=O)c1cc(-c2ccc(S(=O)(=O)N3CCCC(C)C3)cc2)c(C(F)(F)F)s1 (stereo not drawn),29,671,nt,nt,nt,0.17,-0.2,0.62,-0.13,nt,nt,-1.3,1360,nt,nt,nt,-0.19,964,nt
COc1ccc(N2CCn3c2nc2c3c(=O)n(CCN3CCOCC3)c(=O)n2C)cc1,nt,nt,nt,nt,-1.3%,nt,nt,nt,nt,nt,nt,-8.1,867,nt,nt,nt,0.05,1211,-1.8%
COc1ccc(S(=O)(=O)NCC2CCCN(C(=O)C3CCCC3)C2)cc1 (stereo not drawn),1,749,-5,-7,-10%,0.31,-0.3,0.2,-0.095,i,17,-1.4,1052,4.3,2.1,5.3,-0.44,1467,-1.3%
CCOC(=O)C1(Cc2ccccc2)CCN(CC2CC=CCC2)CC1 (stereo not drawn),-1,732,-5,1,-4.7%,-0.91,-0.27,-0.65,1.7,i,2,-2.9,1071,2.4,1.9,7.0,-0.81,1692,-1.5%
Cc1ccc2c(CC(=O)NCc3cccs3)coc2c1,17,674,-10,3,-0.5%,-0.81,-0.33,-0.72,0.97,i,-7,nt,nt,2.2,3.8,7.2,-0.07,1346,-2.8%
CCN(CCO)Cc1cc(=O)oc2c(C)c(C)ccc12,nt,nt,-6,-4,-6.1%,-0.13,0.11,-0.026,-0.044,i,-1,-0.6,974,1.8,1.7,13,nt,nt,-1.0%
CCC(C)NS(=O)(=O)c1ccc(OC)c(Cl)c1Cl (stereo not drawn),14,839,8,14,-1.8%,-0.34,-0.29,0.016,1.3,i,-14,3.1,959,2.7,1.5,2.4,-0.04,956,1.9%
CCOC(=O)C1(CCCc2ccccc2)CCN(C(=O)Cn2nc(C)nc2C)CC1,21,686,nt,nt,nt,0.57,-0.24,0.15,-0.19,nt,nt,0.8,1333,nt,nt,nt,-0.13,1126,nt
Cc1ccc(S(=O)(=O)N2c3ccccc3OCC2C(C)(C)C)cc1 (stereo not drawn),-70,730,51,21,-1.9%,-0.052,-0.23,-0.32,0.32,i,23,-3.1,1259,2.1,2.0,5.8,-1.3,516,4.1%
COc1cc(/C=C2\SC(=S)N(Nc3ccccc3)C2=O)cc(OC)c1OC,nt,nt,28,-6,-19%,-0.21,-0.087,0.62,-0.67,i,13,-0.5,1414,3.8,2.0,7.0,-0.02,1687,0.1%
Cc1cc(C)n(-c2nc3nonc3nc2Nc2cccc(C)c2C)n1,nt,nt,-12,-9,-0.5%,-0.62,0.5,0.53,0.76,i,11,1.9,1374,2.9,1.8,8.4,0.26,1614,-1.4%
COc1cc(/C=N/Nc2nc(=O)[nH]nc2C)cc(OC)c1O,3,707,-12,-4,-3.5%,0.075,-0.28,-0.12,0.92,i,9,0.0,1477,1.8,1.4,3.8,0.96,1412,-0.8%
c1ccc(OCCSc2nc3ccccc3[nH]2)cc1,31,762,3,10,-1.4%,-0.55,0.5,-0.16,0.82,i,-4,-0.3,1199,3.8,4.3,2.3,-0.13,1079,-0.2%
CCN(C1CCCCC1)S(=O)(=O)c1ccc(S(=O)(=O)N(CC(=O)Nc2ccccc2)C2CC2)cc1,-8,773,5,-62,-3.7%,-0.38,-0.23,-0.29,1.3,i,1,-2.3,1251,3.0,2.1,6.5,-0.07,847,-2.0%
COc1ccc(C2Nc3ccccc3C(=O)N2O)cc1CN1CCOCC1 (stereo not drawn),6,621,3,1,0.5%,-0.31,-0.24,-0.24,0.49,i,-2,-2.7,552,1.0,2.3,5.4,-0.22,1286,0.5%
CC1(C)Cc2cccc(OCC(=O)Nc3nccs3)c2O1,nt,nt,4,17,-2.4%,-1,-0.2,-0.42,1.5,i,10,-7.1,787,0.9,1.3,7.8,-0.62,1215,1.1%
CCOC(=O)C1=C(C)N=c2s/c(=C\c3ccc(OCC(=O)O)cc3)c(=O)n2C1c1ccc(OC(C)C)cc1 (stereo not drawn),-11,670,-19,-14,-0.2%,-0.57,-0.28,-0.53,0.89,i,-10,-1.4,555,4.4,2.8,5.3,-0.48,1237,-0.2%
CCc1cc(C=C(Cl)Cl)oc(=O)c1C,nt,nt,-31,-2,0.1%,-0.66,-0.29,-0.32,0.23,i,27,1.0,872,5.4,4.6,6.0,nt,nt,-0.9%
COc1cc(C(=O)Oc2cccc(C)c2)cc(OC)c1OC,nt,nt,6,-25,-1.3%,-1.4,-0.23,-0.93,0.57,i,9,-4.5,1004,2.3,1.8,5.6,-0.09,1445,0.2%
Cc1ccc(NS(=O)(=O)c2cc3c4c(cccc4c2)C(=O)NC3=O)cc1C,-8,694,nt,nt,nt,1.5,0.53,0.68,-1.2,nt,nt,3.0,1002,nt,nt,nt,-0.05,1484,nt
O=C(c1cccnc1)N1CCN(C(=O)c2ccco2)CC1,-10,757,-10,3,-3.7%,0.16,-0.27,0.094,0.98,i,-9,-1.3,1124,2.4,1.5,2.8,0.46,1281,3.3%
O=C(O)C(Cc1ccccc1)N1C(=O)c2cccc3cccc(c23)C1=O (stereo not drawn),-32,683,-7,7,-0.4%,0.17,-0.1,0.63,-0.87,i,-7,-0.8,964,2.2,1.5,7.0,0.23,1476,-1.0%
O=C(CN1C(=O)CCC1=O)Nc1ccc2c3c(cccc13)CC2,nt,nt,14,16,-1.9%,0.91,0.063,1.4,-1.4,i,8,-3.1,999,2.6,3.9,6.5,-0.45,1277,-0.1%
Fc1ccc(-c2nnc(-c3ccc(Cl)cc3)o2)cc1,nt,nt,5,10,-3.6%,0.067,-0.19,0.4,-0.52,i,1,-0.8,1195,2.8,4.0,1.2,0.79,953,0.9%
CCOC(=O)C(NC(C)=O)(Nc1ccc(F)cc1)C(F)(F)F (stereo not drawn),nt,nt,-5,-32,-9.5%,-1.4,-0.23,-0.29,1.6,i,7,-1.1,752,5.4,2.8,7.9,1,1340,0.8%
O=C(Nc1cccc(F)c1)c1ccccc1,nt,nt,-2,-6,-18%,1.3,-0.24,-0.47,-0.42,i,3,-2.6,1365,2.7,2.1,8.1,0.1,1471,-1.4%
CCCOCC1CC2(CC(C)(c3csc(N)n3)OC2=O)C(=O)O1 (stereo not drawn),30,704,19,6,1.4%,0.82,-0.25,0.34,-0.78,i,-5,0.3,1206,4.6,1.9,7.7,0.64,1192,-0.6%
Brc1ccc2[nH]c3c(c2c1)CCC3,-4,686,nt,nt,nt,0.034,-0.19,-0.1,-0.13,nt,nt,0.2,1377,nt,nt,nt,-0.09,1394,nt
Cc1ccc(NC(=O)c2ccc(NCCCN3CCC(C)CC3)c([N+](=O)[O-])c2)cc1F,-69,708,12,27,-6.7%,-1.3,0.48,-0.7,1.7,i,20,-0.3,1050,3.7,1.7,8.8,-1.3,789,0.9%
CC(C)(C#N)N([O-])C=C[N+](=O)C(C)(C)C#N,nt,nt,4,-4,-2.9%,-1.3,-0.15,-0.74,0.27,i,3,-5.6,944,3.6,2.4,8.2,-0.68,1013,4.2%

# Exported bar-delimited: two of the compounds above.
smiles | Lipid droplet | Lipid droplet cells 6.5 µM | WT yeast gro inh | WT yeast gro inh mutant strain | XIAP displacement | Dynein cargo inh | Dynein cargo inh cytoplasmic EGFP | Dynein cargo inh nuclear GR-EGFP | Dynein cargo inh cell count | Autophagy mod | Autophagy mod cell loss 18 h | bCat nuc transl | bCat nuc transl cell count 5 µM | MT stabilize HCS | MT stabilize HCS Hoechst-high % | MT stabilize HCS cytotoxicity % | Ins promoter up | Ins promoter up cell count | ER stress rescue
O=C(Nc1cccc(F)c1)c1ccccc1 | nt | nt | -2 | -6 | -18% | 1.3 | -0.24 | -0.47 | -0.42 | i | 3 | -2.6 | 1365 | 2.7 | 2.1 | 8.1 | 0.1 | 1471 | -1.4%
CCCOCC1CC2(CC(C)(c3csc(N)n3)OC2=O)C(=O)O1 (stereo not drawn) | 30 | 704 | 19 | 6 | 1.4% | 0.82 | -0.25 | 0.34 | -0.78 | i | -5 | 0.3 | 1206 | 4.6 | 1.9 | 7.7 | 0.64 | 1192 | -0.6%

# Screening data (PubChem)

# The order is random. About 4% of those tested had a hit in this group.
